# NF-kB expr up: NF-kB expression increase, human neuronal cells | NF-kB reporter expression; stronger effect = higher value | AID 1239 | fold change at 12.5 µM | 190,000 compounds, 1.6% hits; in the data active = fold change above about 3.3
# bIAP act: intestinal alkaline phosphatase (bovine) activation; AID 1016; activation factor at 20 µM; purified bovine IAP, CDP-star luminescence, 30 min; stronger effect = higher value; fold of DMSO-control signal, blank-subtracted; 200,000 compounds, 0.17% hits;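 active = activation factor of 2 or more at 20 µM, a signal rise over negative controls twice the positive control's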
# PMI act: activators of human phosphomannose isomerase; P34949; purified human PMI, coupled resazurin fluorescence, 20 min; stronger effect = higher value; 1 = vehicle control, 0 substrate-free wells; activation factor at 20 µM; 190,000 compounds, 0.005% hits;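 active = activation factor of 2 or more at 20 µM, relative to plate controls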
# Target sequence (P34949 whole entry, looked up): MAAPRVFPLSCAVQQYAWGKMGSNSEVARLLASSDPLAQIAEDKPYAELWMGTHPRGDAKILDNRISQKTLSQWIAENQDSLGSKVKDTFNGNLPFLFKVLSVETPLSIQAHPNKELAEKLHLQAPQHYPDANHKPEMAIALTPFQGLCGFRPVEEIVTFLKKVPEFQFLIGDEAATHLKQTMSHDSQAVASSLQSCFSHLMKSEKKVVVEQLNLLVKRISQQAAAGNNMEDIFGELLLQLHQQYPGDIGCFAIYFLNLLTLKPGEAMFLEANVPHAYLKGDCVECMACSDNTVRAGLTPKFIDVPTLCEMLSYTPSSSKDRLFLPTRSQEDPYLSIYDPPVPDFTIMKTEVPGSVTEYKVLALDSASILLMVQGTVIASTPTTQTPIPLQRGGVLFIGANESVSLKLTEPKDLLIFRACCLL
# TNAP inh no acc: TNAP (human) inhibition, acceptor-free conditions; purified TNAP, CDP-star luminescence, 30 min; inhibition, % at 20 µM; 200,000 compounds, 0.26% hits; AID 1012;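 active = tissue-nonspecific alkaline phosphatase inhibition above about 50% at 20 µM in the single-dose screen, limit read from the data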;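 note: 0% = DMSO negative control and 100% = EDTA positive control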
# Target sequence (P05186 whole entry, looked up): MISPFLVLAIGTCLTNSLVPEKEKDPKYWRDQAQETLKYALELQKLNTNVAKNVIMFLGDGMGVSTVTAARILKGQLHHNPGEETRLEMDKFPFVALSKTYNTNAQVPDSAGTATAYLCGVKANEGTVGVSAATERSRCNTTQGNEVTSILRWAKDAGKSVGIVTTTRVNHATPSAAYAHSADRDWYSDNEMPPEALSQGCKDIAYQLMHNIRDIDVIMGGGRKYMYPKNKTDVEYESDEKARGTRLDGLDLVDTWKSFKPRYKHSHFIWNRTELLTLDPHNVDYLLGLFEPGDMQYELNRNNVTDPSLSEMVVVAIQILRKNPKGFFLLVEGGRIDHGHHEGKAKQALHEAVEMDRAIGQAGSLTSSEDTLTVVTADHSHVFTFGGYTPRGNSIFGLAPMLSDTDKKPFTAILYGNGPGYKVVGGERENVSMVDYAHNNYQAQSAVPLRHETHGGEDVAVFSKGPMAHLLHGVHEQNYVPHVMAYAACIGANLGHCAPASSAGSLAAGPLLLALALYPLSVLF
# TNAP inh hiacc: inhibitors of human TNAP at high phosphate acceptor concentration; P05186; purified TNAP, CDP-star luminescence, 1 M DEA; inhibition, % at 20 µM; 200,000 compounds, 0.03% hits; AID 1135;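 active = over 50% inhibition of tissue-nonspecific alkaline phosphatase at 20 µM in the single-dose screen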;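 note: plate controls were DMSO wells for no effect and EDTA-quenched wells as full inhibition for full effect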
# APP 5'UTR act: APP 5'UTR luciferase reporter activation. 190,000 compounds, 1% hits. SH-SY5Y APP 5'UTR luciferase reporter, luminescence; zero percent = DMSO vehicle wells. activation, % at 2 µM. AID 1276;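 active = activation above a set limit, based on mean plus 3 SD of controls, cut at about 140% in these data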; note: values of inactives mirror those of a sister screen read the other way
# FLuc inh counter: Photinus pyralis luciferase inhibition counter-screen; ATPLite firefly luciferase biochemical luminescence, 10 min; inhibition, % at 10 µM; 200,000 compounds, 1.5% hits;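 active = inhibition above about 50% when tested at 10 µM, limit read from the data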
# FLuc stim CS: affects firefly luciferase, flagging false hits in luciferase stimulation screens. P08659. ATPlite luciferase biochemical, luminescence, 10 min; 0 = ATP-free wells, 1 = DMSO control. activation factor at 10 µM. 200,000 tested, under 10 active. AID 1027;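 active = luciferase activation factor, scaled between plate controls, of at least 2 with compound at 10 µM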
#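 Material: Luciferase/luciferin reagent mix | Doses: Test compounds dosed from 2 mM stocks in 100% DMSO | Timing: 10 min incubation after luciferase reagent addition, room temperature | Measured by: Luminescence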
# TNAP act hi DEA: activators of human TNAP at high phosphate acceptor concentration | purified TNAP, CDP-star luminescence, 1 M DEA, 30 min; stronger effect = higher value; 0 = EDTA background, 1 = DMSO-only activity | activation factor at 20 µM | 200,000 tested, under 10 active | P05186 | AID 1136;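 active = activation factor at least 2 at 20 µM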
#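 Assay system: human TNAP; Input: enzyme diluted 1/800 final; Reagent: CDP-star luminogenic substrate at 100 µM final; Timing: 30 min, room temperature; Signal: luminescence; Evaluation: TNAP activation factor scaled between EDTA and DMSO control wells.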
# PMI act satM6P: PMI (human) activation, high substrate; activation factor at 20 µM; P34949; coupled PMI enzyme assay, resazurin fluorescence, 20 min; stronger effect = higher value; 1 = untreated enzyme, 0 = substrate-free blank; 190,000 compounds, 0.34% hits;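 active = activation factor of 2 or more at 20 µM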
#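 assay system = human phosphomannose isomerase with PGI, G6PDH, diaphorase coupling enzymes | quantity = 15 ng/mL PMI | incubation = enzyme reaction with compound 20 min at room temperature | medium = HEPES pH 7.4 buffer with MgCl2 and Tween-20 | compound dosing = one concentration, 20 µM, in 1% DMSO | measured by = Diaphorase-driven resazurin-to-resorufin fluorescence, excitation 544, emission 590 nm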
# * = called active by the depositor; / = not tested or not shown.
SMILES,NF-kB expr up,bIAP act,PMI act,TNAP inh no acc,TNAP inh hiacc,APP 5'UTR act,FLuc inh counter,FLuc stim CS,TNAP act hi DEA,PMI act satM6P
CCCN(CCC)C(=O)CC(c1ccccc1)c1ccc(C)cc1O (stereo not drawn),0.94,1.1,0.9,-2,-2,2,-2,1,1,1
Cc1ccccc1OCc1csc(N)n1,1.2,0.9,1.1,10,-3,-2,-2,1,1,1.1
COC(=O)C1=C(C)Nc2ncnn2C1c1ccccn1 (stereo not drawn),0.94,1,0.9,-7,-5,-13,5,1,1,1
O=C1NN(c2ccc(F)cc2)C(=O)/C1=C\C=C\c1ccco1,1.1,1.2,1,8,12,-5,7,0.9,0.9,1
CC(C)(C)n1nnnc1CN(Cc1ccc(F)cc1)Cc1ccco1,0.98,1,0.9,-6,-3,-1,-6,1.1,1,0.9
Cc1ccc(C(=O)Nc2ccnc(-c3cccnc3)n2)cc1,1.4,1,1,2,2,21,5,1,1,1
CCOc1ccc(-n2c(C)nc3cc(C(=O)NCCCN4CCOCC4)ccc32)cc1,0.96,1,1.1,5,-3,0,2,1,1,1.1
CCNC(=S)NNC(=O)c1cccc(Br)c1,1.2,1.3,1,-64,-1,10,-6,1.1,1,1
COC(=O)C(Cc1ccccc1)NC(=O)c1ccc(C)cc1 (stereo not drawn),1.4,0.9,1.1,-17,-4,39,60*,0.4,1,0.9
CCOC(=O)C1CCCN(C2CC(=O)N(c3ccc(C(C)C)cc3)C2=O)C1 (stereo not drawn),1,1.2,1,-11,-11,22,-2,1,1.1,1
O=C(Nc1nc2c(s1)CN(Cc1ccccc1)CC2)C1CCC1,1.9,1.2,0.8,-4,-5,9,1,1,1,0.7
COc1[nH]c(/N=C/c2ccccc2)c(C#N)c1C#N,0.81,1,1,-8,-3,/,-2,1,1,0.9
Cc1cccc(NC(=O)CN2C(=O)N/C(=C/c3ccc(-c4cccc(C(=O)O)c4C)o3)C2=O)c1,1.4,1.2,1.5,-1,4,13,2,1,1,1.4
Oc1c(Cl)cc(Cl)cc1CNc1ccc(Br)cn1,1.4,1,0.8,-6,-1,4,-3,1,1,0.9
O=C(COC(=O)C1CC1)Nc1ccc2c(c1)OCO2,1.6,1,1.1,-8,-6,10,6,0.9,1.1,1.1
O=C(COc1cccnc1[N+](=O)[O-])NCCc1ccc(Cl)cc1,1.3,1,1,-7,-4,-14,-4,1,1,1
CSc1nnc(-c2ccccc2)c(=O)[nH]1,1.4,1,1.1,-15,-7,-2,0,1,1.1,1
O=C(O)CC1=C(Nc2ccccc2)C(=O)N(c2ccccc2)C1c1ccc(F)cc1 (stereo not drawn),1.4,1,1.3,-2,0,46,-4,1,1,1.2
CC1(C)OC(c2ccccc2)=C/C(=C/C=Nc2ccccc2)O1,0.96,1,1.4,2,6,-14,-3,1,0.9,1.2
COc1ccc2c(C)nc(Nc3nc(C)cc(C)n3)nc2c1,0.46,1.1,1,-11,-2,3,-6,1.1,1,1
COc1ccccc1-c1c(C#N)c(SCC(=O)N2CCCC2)nc(C)c1C(N)=O,1.2,1,1.1,-7,-7,-8,-11,1.1,1.1,1.1
CC(CNC(=S)Nc1cc(F)cc(F)c1)CSc1ccc(Cl)cc1 (stereo not drawn),1,0.7,1.1,-36,-12,29,-1,1,1.1,1.1
NC(=O)c1c(NC(=O)c2ccccc2)sc2c1CCc1ccccc1-2,4.1*,0.9,1,-18,-4,17,21,0.8,1,1
O=C1C=C(c2ccccc2)CC(/C=C/c2ccccc2)C1 (stereo not drawn),1.2,1,0.9,-4,0,10,-3,1,1,1
Cc1cc(NC(=O)CSc2nnc(COc3cccc(C)c3C)n2C)no1,1.1,1,0.8,-5,-3,5,-4,1,1,0.6
# (listing goes on)
SMILES,NF-kB expr up,bIAP act,PMI act,TNAP inh no acc,TNAP inh hiacc,APP 5'UTR act,FLuc inh counter,FLuc stim CS,TNAP act hi DEA,PMI act satM6P
CC(C)(C)CC(=O)N1CCC(c2nc3c(nnn3Cc3c(F)cccc3Cl)c(=O)[nH]2)CC1,0.93,1,1,-2,-6,4,-11,1.1,1.1,1.1
Cc1c(Br)c([N+](=O)[O-])nn1CCCC(=O)NC(C)c1ccccc1 (stereo not drawn),0.93,0.9,0.9,-4,4,8,-3,1,1,0.9
CC(=O)c1c(C)nn(C(=O)c2cccs2)c1C,1.1,1,1.1,-2,-4,0,-3,1,1,1.1
COc1cccc(C(=O)NC2CCN(CC(=O)Nc3cccc(C)c3C)CC2)c1,0.98,1,0.9,-8,-2,0,-1,1,1,0.9
CCc1nnc(NC(=O)C2CCN(c3nccc(C)n3)CC2)s1,0.98,1,1,-10,-6,-5,-8,1.1,1.1,1
Cc1ccccc1C(=O)Nc1nnc(-c2ccncc2)o1,1.2,1,1,-1,-2,-3,0,1,1,1
Cc1ccc(C2=CC(c3ccc(N(C)C)cc3)n3nnnc3N2)cc1 (stereo not drawn),0.87,0.9,0.9,-8,8,17,-1,1,0.9,0.8
O=C(COC(=O)c1ccco1)NCc1cccs1,0.97,0.8,1,-7,3,9,-1,1,1,0.9
COc1ccc(NC(=O)COC(=O)/C=C/C(=O)OCC(=O)Nc2ccc(OC)c(Cl)c2)cc1Cl,1.1,0.9,1.1,-5,1,-17,-1,1,1,1.2
CCOC(=O)C(C(=O)NCCCN1CCOCC1)C1CCCCC1 (stereo not drawn),1.1,1,0.9,-8,-4,12,-2,1,1,0.9
c1ccc(-c2cnc(-c3cccnc3)o2)cc1,1.6,0.9,1,-8,-4,37,14,0.9,1,1.1
CCOc1ccc(CC(=O)OCc2cc(=O)n3cc(Br)ccc3n2)cc1,1.1,1,1,2,1,5,-5,1,1,1
Cc1cc(C)cc(NC(=S)NCCN(C2CCCCC2)C2CCCC2)c1,0.62,0.4,1,-27,-11,26,-9,1.1,1.1,1
CC(C)(C)c1ccc(OCC(O)CN(CCO)CC(O)Cn2ccc3ccccc32)cc1 (stereo not drawn),1.1,0.8,0.9,4,2,-14,-3,1,1,0.9
CCS(=O)(=O)n1nc(-c2ccccc2)nc1NCc1ccco1,1.2,1,1,0,0,6,-5,1,1,1.1
O=C1N/C(=N\N=C\c2ccccn2)SC1Cc1cccc(SC(F)F)c1 (stereo not drawn),0.9,1,1.1,-10,-7,9,13,0.9,1.1,1.2
COc1ccc([N+](=O)[O-])cc1N(CC(=O)NCC1CCCO1)S(C)(=O)=O (stereo not drawn),1.4,0.9,0.9,-5,-3,6,-3,1,1,0.9
Cn1c(NC(=O)C2c3ccccc3Oc3ccccc32)cc(=O)n(C)c1=O,0.8,0.9,0.8,-2,-4,1,-8,1.1,1,0.8
COc1ccc(F)cc1S(=O)(=O)N1CC(C)CC(C)C1 (stereo not drawn),0.97,1,0.9,-15,-2,-21,-3,1,1,0.9
COc1ccc(-n2ccnc2SCC(=O)Nc2ccccc2)cc1,1.1,1,0.8,-8,-4,7,-4,1,1,0.9
O=C(Nc1ccccc1)C1CC(=O)N(c2ccc3c4c(cccc24)CC3)C1 (stereo not drawn),0.81,0.9,1,2,-1,1,-9,1.1,1,1
CC(=O)c1ccc(NC(=O)c2cc3nc4c(c(C(F)(F)F)n3n2)CCCC4)cc1,0.89,0.9,1.3,-8,2,25,1,1,1,1.7
COCCN(CCOC)S(=O)(=O)c1ccc(C(=O)Nc2nnc(CSC)o2)cc1,1,1.1,1.1,-8,-4,3,-4,1,1,1
Cc1occc1C(=O)N/N=C/c1cnn(C)c1C,1.4,0.9,0.6,-10,0,97,6,0.9,1,0.4
Cc1nn(C)cc1CN(C)C(=O)c1cc2nc(-c3ccco3)cc(C(F)(F)F)n2n1,0.98,1.1,1.1,-17,-4,-1,-2,1,1,1.1

# Some of these compounds in order of length of the SMILES, ascending.
SMILES,NF-kB expr up,bIAP act,PMI act,TNAP inh no acc,TNAP inh hiacc,APP 5'UTR act,FLuc inh counter,FLuc stim CS,TNAP act hi DEA,PMI act satM6P
O=C(COC(=O)c1ccco1)NCc1cccs1,0.97,0.8,1,-7,3,9,-1,1,1,0.9
c1ccc(-c2cnc(-c3cccnc3)o2)cc1,1.6,0.9,1,-8,-4,37,14,0.9,1,1.1
CC(=O)c1c(C)nn(C(=O)c2cccs2)c1C,1.1,1,1.1,-2,-4,0,-3,1,1,1.1
COc1ccc(-n2ccnc2SCC(=O)Nc2ccccc2)cc1,1.1,1,0.8,-8,-4,7,-4,1,1,0.9
Cc1ccc(C2=CC(c3ccc(N(C)C)cc3)n3nnnc3N2)cc1 (stereo not drawn),0.87,0.9,0.9,-8,8,17,-1,1,0.9,0.8
O=C1N/C(=N\N=C\c2ccccn2)SC1Cc1cccc(SC(F)F)c1 (stereo not drawn),0.9,1,1.1,-10,-7,9,13,0.9,1.1,1.2
Cn1c(NC(=O)C2c3ccccc3Oc3ccccc32)cc(=O)n(C)c1=O,0.8,0.9,0.8,-2,-4,1,-8,1.1,1,0.8
COc1cccc(C(=O)NC2CCN(CC(=O)Nc3cccc(C)c3C)CC2)c1,0.98,1,0.9,-8,-2,0,-1,1,1,0.9
COCCN(CCOC)S(=O)(=O)c1ccc(C(=O)Nc2nnc(CSC)o2)cc1,1,1.1,1.1,-8,-4,3,-4,1,1,1
CC(=O)c1ccc(NC(=O)c2cc3nc4c(c(C(F)(F)F)n3n2)CCCC4)cc1,0.89,0.9,1.3,-8,2,25,1,1,1,1.7

# Later entries.
SMILES,NF-kB expr up,bIAP act,PMI act,TNAP inh no acc,TNAP inh hiacc,APP 5'UTR act,FLuc inh counter,FLuc stim CS,TNAP act hi DEA,PMI act satM6P
Cc1ccc(NC(=O)C(=O)NC(C)C2COc3ccccc3O2)cc1 (stereo not drawn),1.1,0.9,1,-13,-6,2,-5,1.1,1.1,1
CCCN1C(=O)c2cc(C(=O)NCc3cccs3)ccc2C1O (stereo not drawn),1.2,1,1,-17,-6,-2,-6,1.1,1.1,1
COc1ccc(Cl)cc1N(CC(=O)Nc1ccccc1C(=O)NCc1ccco1)S(C)(=O)=O,1,1,1,-3,-11,-5,-8,1.1,1.1,1.1
Fc1ccc(-c2nc3n(n2)Cc2ccccc2-3)cc1,6.7*,0.9,1,-12,-4,173*,75*,0.3,1,1
CC1C(C#N)=C(N)OC2=C1C(=O)CC(C)(C)C2 (stereo not drawn),0.97,0.9,1.1,-17,-6,0,-2,1,1.1,1.1
CCCCCc1c(C)c(C#N)c2nc3ccccc3n2c1-n1ccnc1C,1.2,0.9,1.1,4,-5,-17,-4,1,1,1.1
CCCCSc1nc(C)cc(SCC(=O)N/N=C/c2cccc(OC)c2O)n1,1.6,1.1,1,-10,1,-43,-6,1.1,1,1
Cc1ccc(/C=C/c2nnc(-c3ccc(C)cc3)o2)cc1,1.7,0.9,0.8,1,2,3,2,1,1,0.9

# Screens from PubChem BioAssay.
